Assay outcomes (PubChem)
miR-122 sensor: miR-122 Renilla sensor signal increase in Huh7, primary screen, miR-122 inhibitor project, cell-based, single point, plate reader; activation (reporter increase), % at 12.5 µM; Huh7 miR-122 Renilla luciferase sensor, 48 h; neutral wells = 0, positive control = 100; 0.3% of 340,000 active;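 active means mean replicate activation score at least 90 and every replicate individually at or above 90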;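 further: higher luciferase means less miR-122 activity so hits act as miR-122 inhibitors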
Casp6 inh: human caspase-6 inhibitors, primary screen, biochemical, VEID-R110 fluorescence, single point, set 2. purified caspase-6, Z-VEID-R110 cleavage fluorescence. AID 686996, 2013. P55212. inhibition, % at 12.5 µM. 0.53% of 350,000 active;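 active means mean inhibition across replicates at least about 35%, with every replicate also reaching that limit, limit read from the data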;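 further: 0% = median of neutral control wells and 100% = no fluorescence left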
Target sequence (P55212 24-179 limits assumed): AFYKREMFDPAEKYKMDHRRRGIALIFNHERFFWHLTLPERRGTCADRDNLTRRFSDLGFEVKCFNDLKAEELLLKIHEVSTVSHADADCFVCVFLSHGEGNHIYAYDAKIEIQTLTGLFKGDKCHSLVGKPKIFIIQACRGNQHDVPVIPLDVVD
Target sequence (P55212 194-293 limits assumed): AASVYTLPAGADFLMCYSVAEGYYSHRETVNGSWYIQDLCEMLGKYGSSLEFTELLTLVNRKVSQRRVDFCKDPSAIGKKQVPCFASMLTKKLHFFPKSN
Cneo AK release: Cryptococcus neoformans cell lysis inducers, primary screen, AK release luminescence, single concentration; AID 651654, 2012; C. neoformans lysis, adenylate kinase release luminescence, 4 h; normalised: neutral wells 0, clomiphene wells 100; 0.2% of 360,000 active; lysis activity, % at 15 µM;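 active means mean lysis activity across replicates of at least 80%, whatever share of replicates individually reach that level; inactive means mean lysis activity below 80%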
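Assay system: log-phase C. neoformans yeast / Quantity: yeast cell density of 5 × 10^6 cells/mL / Medium: fresh YPD growth medium / Compound: single dose / Timing: static 4 h at 37 °C with compound, 1 h detection / Measured by: adenylate kinase release luminescence / Read-out: lysis from increased AK signal / Benchmarks: Clomiphene as positive lysis control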
PGC1a acetyl inh: inhibitors of PGC1a acetylation signal, primary screen, cell-based, U2OS, AlphaScreen, inhibitor mode; AlphaScreen anti-acetyl-lysine; with virally co-expressed GCN5 acetyltransferase; inhibition, % at 15.6 µM; 0.17% of 350,000 active; AID 651687, 2012;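 active means every replicate shows inhibition of at least 40%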;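 further: 0% = neutral control wells and 100% = positive control wells; some results beyond the cut were filed as inactive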
EWS-Fli inh: EWS/Fli-driven NR0B1 reporter inhibitors, primary screen, A673 cells, NR0B1 luciferase, luminescence, MLPCN library. viability-normalised. inhibition, % at 12.6 µM. 0.67% of 350,000 active. AID 651661, 2012;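 active means mean inhibition of at least 50% after viability correction, with every replicate also passing that limit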;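 further: firefly luciferase signal divided by Alamar Blue viability fluorescence both relative to DMSO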
LGR2 antag: inhibitors of bursicon-induced LGR2 CRE-luciferase signal, primary screen, cell-based, HEK293, CRE-luciferase reporter, bursicon stimulation; Drosophila bursicon receptor LGR2 (rickets); bursicon-stimulated, 4 h; inhibition, % at 9.99 µM; 0.35% of 380,000 active;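 active means drop in luminescence signal, shown as inhibition above about 50% in the replicate tests, limit read from the data, passing the limit was not always enough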;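 further: agonist challenge used bursicon conditioned medium at about half maximal strength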
PAX8 inh HTS: inhibitors of PAX8-driven TPO luciferase reporter, primary screen, RMG-I cells, single concentration; inhibition, % at 12.6 µM; SteadyGlo, 24 h; 1.2% of 360,000 active;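 active means mean replicate inhibition at least 60% with every replicate also reaching 60%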;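 further: luciferase light reporting Pax8 driven TPO promoter activity; plate controls were median of neutral control wells for no effect and mitoxantrone controls for full effect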
FN deposition inh: inhibitors of fibronectin matrix deposition, primary screen, AH1F cells, Alexa488-fibronectin fluorescence, plate reader. AH1F fibroblasts, overnight. inhibition, % at 12.6 µM. 0.086% of 350,000 active;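 active means mean inhibition across replicates of 30% or more, regardless of how many single replicates reach that level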;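 further: positive control wells lacked labelled fibronectin entirely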
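material = AH1F fibroblast monolayer depositing Alexa488-labelled fibronectin into matrix | amount = 10000 AH1F cells/well | buffer or medium = DMEM plus 2% serum, read in PBS | incubation = 1 h cell adhesion before compound, then overnight fibronectin incubation | detection = fluorescence at 485 nm excitation, 525 nm emission | evaluation = percent inhibition as loss of matrix-bound fibronectin fluorescence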
* marks the source's active call; other numbers are inactive results; x = not tested or not shown; & = joins results of further samples; [ ] = remark or other dose.

SMILES | miR-122 sensor | Casp6 inh | Cneo AK release | PGC1a acetyl inh | EWS-Fli inh | LGR2 antag | PAX8 inh HTS | FN deposition inh
COc1ccc(S(=O)(=O)N2CCCC(C(=O)N3CCOCC3)C2)cc1OC (centres undefined) | -7 | -1 | 2 | x | -11 | 1 | 4 | -9
CCn1cc(C(=O)O)c(=O)c2cnc(N3CCN(C(=S)NC(=O)c4ccc(F)c(F)c4)CC3)nc21 | -2 | 3 | 1 | 5 | 13 | -15 | 1 | 1
CCCN1C[C@H](C)[C@H](OC)CN(C)C(=O)c2ccc(NC(=O)c3ccc(F)cc3)cc2OC[C@@H]1C | 8[16.7 µM] | x | 1 | -8 | -1 | -8 | 16 | -7
O=C(Nc1ccc(CN2CCCCC2)cc1)Nc1ccc(Br)cc1Cl | -6 | -2 | -1 | 0 | 26 | x | 19 | 1
Cn1cc(CCC(=O)NC2CC2)c2ccccc21 | -3 | 1 | 0 | 11 | 5 | -17 | -11 | 0
CCCCOc1ccccc1C(=O)NCCCCCC(=O)O | -2 | x | 1 | -16 | x | 8 | x | x
C[C@H](O)C#Cc1ccc([C@H]2[C@H](CO)N3CCCCN(C(=O)c4ccncc4)C[C@@H]23)cc1 | -1[16.7 µM] | 1 | 1 | -2 | -4 | 2 | -3 | x
Cc1cccc(OCC(=O)N2CCN(C(=O)COc3ccc(Cl)cc3)CC2)c1 | -10 | -1 | 2 | 4 | -6 | 6 | 3 | -6
O=C(NCC[C@H]1CC[C@H](NS(=O)(=O)c2ccccc2)[C@H](CO)O1)c1ccc2c(c1)OCO2 | x | -3 | 0 | -5 | 4 | 7 | -23 | x
C[C@@H]1CN([C@H](C)CO)C(=O)Cc2cc(NC(=O)CCCCCC(=O)Nc3ccccc3N)ccc2O[C@@H]1CN(C)S(=O)(=O)c1ccc(Cl)cc1 | -6[16.7 µM] | x | x | -8 | 8 | -4 | 16 | x
CCc1ccccc1S(=O)(=O)Cc1ccc(C(=O)NCC2CCCO2)o1 (centres undefined) | -8 | x | 0 | -1 | x | x | 10 | 6
COc1ccc(-n2c(=S)[nH]c3cc(C(=O)NCc4cccnc4)ccc3c2=O)cc1 | x | 1 | 0 | x | -10 | 13 | 4 | 19
O=C(Cc1ccccc1)N1C[C@@H]2[C@H](c3ccccc31)[C@H](CO)N2C(=O)Cc1ccccc1 | -12[16.7 µM] | -4 | -3 | 2 | 7 | -11 | 8 | x
CO[C@H]1CN(C)C(=O)c2cc(NC(=O)c3ccccc3F)ccc2OC[C@@H](C)N(CC2CC2)C[C@H]1C | x | 2 | -22 | -12 | 2 | 11 | -9 | -1
Oc1cccc(C(=S)N2CCC(Cc3ccccc3)CC2)c1 | -5 | -1 | -3 | 24 | 0 | 3 | 12 | 0
O=C1COc2ccc(S(=O)(=O)N3CCCCC3)cc2N1 | 3 | 6 | 2 | 5 | x | 5 | 12 | 3
Cc1ccccc1NC(=S)N1CCCCCC1 | -11 | -4 | 1 | 2 | x | 10 | -22 | 3
CCNC(=O)C[C@H]1CC[C@@H]2[C@H](COC[C@H](O)CN2C(=O)c2cccnc2)O1 | 4[16.7 µM] | 0 | -1 | 3 | -14 | 7 | -16 | -12
COc1ccc(Cc2c(N)nc(C)nc2N)cc1 | -1 | 0 | x | 4 | 11 | -4 | 9 | -1
O=C(CCCN1C(=O)c2cccc3cccc(c23)C1=O)NCc1ccco1 | x | 5 | x | x | 15 | -10 | -49 | 5
CCN(c1ccccc1)S(=O)(=O)c1ccc(C(=O)NC2CCCCC2)cc1 | -2 | -1 | 0 | 4 | 13 | 12 | 13 | x
COc1ccc(NC(=O)CC(Cc2ccc(Cl)cc2)C(=O)O)cc1 (centres undefined) | x | -3 | x | x | 1 | 5 | -1 | 0
NS(=O)(=O)c1ccc(N/N=C/c2ccc(C(=O)O)cc2)c([N+](=O)[O-])c1 | x | -1 | -1 | 5 | -1 | 1 | 5 | 4
C[C@@H]1CN([C@H](C)CO)C(=O)c2cc(NC(=O)Nc3cccc4ccccc34)ccc2O[C@@H]1CN(C)Cc1ccc(C(=O)O)cc1 | 2[16.7 µM] | x | x | 1 | 7 | 31 | 29 | x
Cn1c(Cc2ccc3c(c2)OCO3)nnc1SCC(=O)NC1CCCC1 | x | 3 | x | x | 5 | 12 | 0 | -2

Full records as entered above. Order of screens: miR-122 sensor, Casp6 inh, Cneo AK release, PGC1a acetyl inh, EWS-Fli inh, LGR2 antag, PAX8 inh HTS, FN deposition inh
CCCN1C[C@H](C)[C@H](OC)CN(C)C(=O)c2ccc(NC(=O)c3ccc(F)cc3)cc2OC[C@@H]1C is listed as 8[16.7 µM], x, 1, -8, -1, -8, 16, -7
COc1ccc(-n2c(=S)[nH]c3cc(C(=O)NCc4cccnc4)ccc3c2=O)cc1 is listed as x, 1, 0, x, -10, 13, 4, 19
O=C(Nc1ccc(CN2CCCCC2)cc1)Nc1ccc(Br)cc1Cl is listed as -6, -2, -1, 0, 26, x, 19, 1

(next part)
SMILES | miR-122 sensor | Casp6 inh | Cneo AK release | PGC1a acetyl inh | EWS-Fli inh | LGR2 antag | PAX8 inh HTS | FN deposition inh
Cc1ccc(S(=O)(=O)NC2CC(C)(C)NC(C)(C)C2)cc1C | 0 | 0 | -1 | x | 7 | -2 | 26 | 0
Cc1ccc(S(=O)(=O)N(C)C[C@@H]2Oc3ccc(NC(=O)Nc4ccc(C(F)(F)F)cc4)cc3C(=O)N([C@H](C)CO)C[C@@H]2C)cc1 | -24[16.7 µM] | -1 | -1 | 10 | 9 | 4 | x | x
Cc1ccccc1NC(=O)Cn1nnc(C(=O)NCc2ccco2)c1N | 36 | -1 | x | -6 | 26 | 14 | 28 | 6
Cc1ccc(-c2nnn(CC(=O)N(c3ccc4c(c3)OCCO4)C(C(=O)NCC3CCCO3)c3ccc(F)cc3)n2)o1 (centres undefined) | x | 2 | x | 3 | -6 | 0 | -1 | -5
C[C@H](CO)N1C[C@H](C)[C@H](CN(C)S(=O)(=O)c2ccc(F)cc2)Oc2ccc(NC(=O)c3ccncc3)cc2CC1=O | -8[16.7 µM] | -1 | -2 | -3 | 1 | 5 | -14 | -10
NS(=O)(=O)c1ccc(CNC(=O)C2CCCCC2)cc1 | -4 | x | 0 | 15 | x | 7 | x | -4
O=C(Nc1ccccc1)N1CCCCN2[C@@H](CO)[C@H](c3ccc(C#CC4CC4)cc3)[C@@H]2C1 | -1[16.7 µM] | 0 | -1 | 3 | x | 1 | -10 | x
C1=CCC(/C=N/n2cnnc2)CC1 (centres undefined) | 3 | x | 6 | 4 | x | -6 | x | x
N#C[C@H]1[C@@H](c2ccccc2)[C@H](CO)N1C(=O)CN1CCOCC1 | x | -5 | 1 | 2 | 12 | -1 | -16 | 2
Nc1nnc(SCC(=O)c2ccc([N+](=O)[O-])cc2)s1 | -1 | 9 | 2 | 9 | 1 | -5 | 6 | -5
Cc1ccc(S(=O)(=O)N(C)C[C@H]2Oc3c(NS(=O)(=O)c4c(C)noc4C)cccc3C(=O)N([C@@H](C)CO)C[C@H]2C)cc1 | 0[16.7 µM] | x | 52 | 3 | 10 | -3 | 12 | x
CCOC(=O)[C@H]1[C@H]2COc3ccccc3[C@@H]2N2C(=O)c3cc(C)ccc3NC(=O)[C@@]12C | -3 | 2 | -1 | -8 | -11 | 0 | -23 | 8
NC(=S)NN=C1c2cc(OCCN3CCOCC3)ccc2-c2ccc(OCCN3CCOCC3)cc21 | x | -7 | x | x | 64* | 104* | 59 | 15
CCCOC(=O)C(C)n1c(-c2ccccc2)nc2ccccc2c1=O (centres undefined) | -3 | x | 0 | 1 | x | 13 | x | -12
CCOC(=O)c1sc(NC(=O)Nc2ccc(Cl)cc2)cc1C | 2 | x | -8 | -14 | x | x | -25 | -3
N#C[C@H]1N[C@@H](CO)[C@@H]1c1ccc(-c2ccccc2F)cc1 | x | -3 | -4 | -13 | 12 | -28 | -8 | 4
N#Cc1cccc(NC(=O)COC(=O)CCc2ccc(S(=O)(=O)N3CCOCC3)cc2)c1 | -2 | 3 | -2 | 8 | 14 | -1 | -4 | 5
C=CCn1c(COc2ccc(Cl)cc2)nnc1SCC(=O)NCC(=O)OCC | -10 | x | -1 | -6 | x | x | -20 | -11
COc1ccc(/C=C(/NC(=O)c2ccccc2)C(=O)NCCN2CCOCC2)cc1OC | -8 | -3 | -1 | 1 | -1 | 6 | x | 7
CO[C@H]1CN(C)C(=O)c2ccc(NC(=O)C3CC3)cc2OC[C@H](C)N(C(=O)Cc2ccccn2)C[C@H]1C | x | 0 | -18 | -3 | 4 | 3 | -6 | -4
O=C(C[C@H]1CC[C@H]2[C@@H](COC[C@@H](O)CN2C(=O)c2ccc3c(c2)OCO3)O1)NCCN1CCCC1 | x | 1 | x | x | -1 | -3 | 5 | -5
COc1ccc(CCC2(C)OCC(CCCCO)O2)cc1 (centres undefined) | 0 | 4 | -1 | -24 | 6 | 8 | -12 | x
C[C@H](CO)N1C[C@H](C)[C@@H](CN(C)C)Oc2cc(-c3ccc(C#N)cc3)ccc2S1(=O)=O | -2[16.7 µM] | 0 | 3 | -6 | 0 | 2 | x | x
Cn1c(SCC(=O)NCc2ccc(F)cc2)ncc(C(=O)Nc2ccccc2)c1=O | 3 | -5 | -1 | x | 7 | -3 | 16 | -4
CCC(C)C(=O)Nc1nc(C)c(-c2csc(Nc3cc(Cl)ccc3OC)n2)s1 (centres undefined) | 1 | -5 | 1 | 2 | 11 | 16 | 7 | -14
More compounds
SMILES | miR-122 sensor | Casp6 inh | Cneo AK release | PGC1a acetyl inh | EWS-Fli inh | LGR2 antag | PAX8 inh HTS | FN deposition inh
COc1ccc(CNC(=O)C2=CC(c3ccc(C)cc3)=NS(=O)(=O)N2C)cc1 | 2 | -6 | 2 | -9 | -7 | x | -14 | 1
CN1CCC(=O)N([C@H](CN=[N+]=[N-])Cc2ccccc2)CC1 | -2 | x | -1 | 9 | -2 | 1 | -2 | -6
O=C(Nc1ccc2c(c1)CCO2)Nc1nnc([C@H]2C[C@H](O)[C@@H](CO)O2)s1 | -7 | -1 | 1 | -4 | 4 | x | -10 | -1
COc1ccc(/C=N/Nc2ccc([N+](=O)[O-])cc2S(=O)(=O)N2CCN(C)CC2)cc1 | -6 | -5 | -4 | x | -2 | -13 | 32 | 1
CC=Cc1ccc2n(c1=O)C[C@H]1[C@H](CO)[C@@H](C(=O)NCC3CC3)N(CCC(F)(F)F)[C@@H]21 (mixture of isomers) | 2[16.7 µM] | 8 | -3 | x | -2 | 0 | -3 | x
COc1ccc(Cl)cc1NC(=O)C1CCCN(c2cc(C)nc3ncnn23)C1 (centres undefined) | -3 | x | -1 | -7 | x | 0 | x | 3
CCCNC(=O)N1C[C@@H]2N[C@H](C1)C2c1ccc(-c2ccc(OC)cc2)cc1 (some centres undefined) | x | x | x | 0&-5 | -24&18 | -27&23 | 2&1 | -5&6
O=C(CNC(=O)c1[nH]cnc1C(=O)NC(c1ccccc1)c1ccccc1)OCc1ccccc1 | -7 | 1 | -1 | -3 | 4 | 27 | -9 | 10
O=C1CC(c2cccc(Oc3ccccc3)c2)NC(=O)N1 (centres undefined) | 4 | x | -1 | 13 | x | x | 20 | 1
O=c1ccn([C@@H]2O[C@H](CNS(=O)(=O)c3csc(-c4ccno4)c3)[C@@H](O)[C@H]2O)c(=O)[nH]1 | -2 | 7 | -1 | 5 | -1 | -1 | 12 | 2
